# From PubChem
# GLP-1R agonist – agonists of human GLP-1 receptor; 0.007% of 380,000 active; AID 624172; P43220; HEK293 GLP-1R CRE-luciferase, luminescence, 4-6 h; cells express a hypersensitive GLP-1R form; Potency, µM (doses to about 45.6 µM), for inactives: top-dose activation, hits mostly activators; note: potency is the fitted concentration of half-maximal effect; % of control where 0% means no effect
# EPAC1 antag – blocks human EPAC1 exchange factor; 0.14% of 360,000 active; O95398; Potency, µM (highest dose often 115 µM), without a hit: at the top dose activity change, negative = inhibition, actives largely listed as inhibitors; EPAC1 GEF assay, Rap1b-BODIPY-GDP exchange fluorescence;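 note: potency is the fitted concentration of half-maximal effect; plate controls were vehicle for no effect and positive control for full effect; nearly all actives have a fitted effect of over 50% in size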
# GLP1R cytotox – cytotoxicity counter-screen for GLP-1 receptor inverse agonists; Potency, µM (titrated, usually from 38.3 µM), for inactives: at the top dose activity change, negative = inhibition, most hits filed as inhibitors; AID 624418; HEK293 cAMP-luciferase reporter cells, luminescence, 24 h; 0.13% of 410,000 active;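 note: loss of luciferase light is scored as toxicity; potency is the fitted concentration of half-maximal effect; % is set by controls: 0 for no effect and ±100 for the full control effect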
#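 Quantitative HTS format, 1536 wells, 200 cells/uL seeded. Compounds: 23 nL, 24 h, 37 °C. Detection: luciferase reagent, luminescence at 12 min RT; decreased signal taken as cytotoxic.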
# EPAC1 ag – EPAC1 (human) agonism. EPAC1 agonist qHTS, biochemical assay; response scale: 100% = response to 6.5 mM cAMP. Potency, µM (highest dose often 154 µM), for inactives: at the highest dose activation, usual class: activators. 0.073% of 360,000 active; note: potency is the fitted concentration of half-maximal effect; nearly all actives have a fitted effect of over 60% in size
#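 Compounds were pinned as a concentration titration into mixtures of EPAC1 (100 nM), BODIPY-GDP-loaded Rap1B (250 nM) and GDP (50 uM). After 5 min at room temperature, fluorescence was followed for 30 min; activity was scaled to 6.5 mM cAMP.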
# PI5P4Ka inh – inhibitors of human PI5P4K alpha; P48426; 1.2% of 330,000 active; max response, %; PI5P4Kalpha enzyme, ADP-Glo luminescence, 60 min; hits give low values; active = max response of -50% or lower; inconclusive = between -30% and -50%; inactive = -30% or higher; note: value at the top dose of about 77 µM; % is set by controls: 0 for no effect and ±100 for the full control effect
# Target sequence (P48426 whole entry, looked up): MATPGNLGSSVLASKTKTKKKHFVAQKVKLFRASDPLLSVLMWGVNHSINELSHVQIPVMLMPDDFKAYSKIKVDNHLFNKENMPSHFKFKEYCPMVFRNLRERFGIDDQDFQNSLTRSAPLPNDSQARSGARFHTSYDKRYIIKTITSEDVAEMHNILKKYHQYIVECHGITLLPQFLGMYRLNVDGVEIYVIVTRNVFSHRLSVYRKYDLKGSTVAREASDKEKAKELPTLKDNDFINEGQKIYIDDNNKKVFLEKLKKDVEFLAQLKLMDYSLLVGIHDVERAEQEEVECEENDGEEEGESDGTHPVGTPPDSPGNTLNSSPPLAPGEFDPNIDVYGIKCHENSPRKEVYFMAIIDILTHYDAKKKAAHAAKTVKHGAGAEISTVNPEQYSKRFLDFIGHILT
#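 ADP-Glo luminescence end-point read after a 60 min room-temperature kinase reaction of PI5P4Kalpha plus substrate, initiated with ATP at 5 microM final. Buffer: 0.038 M HEPES pH 7.4, EGTA, 0.1% CHAPS, 5% DMSO.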
# PTHR1 ag – PTHR1 (human) receptor agonism; Q03431; HEK293 GP2 PTHR1 cells, GloSensor cAMP luminescence, 1 h; Potency, µM (titrated, usually from 115 µM), inactives show at the top dose activation, most hits filed as activators; 0.075% of 410,000 active; note: potency is the fitted concentration of half-maximal effect; nearly all actives have a fitted effect of over 55% in size; some results filed as inactive show a strong effect at the top dose; inactives centre near -15; many of its hits are not listed in these tables
# Target sequence (Q03431 whole entry, looked up): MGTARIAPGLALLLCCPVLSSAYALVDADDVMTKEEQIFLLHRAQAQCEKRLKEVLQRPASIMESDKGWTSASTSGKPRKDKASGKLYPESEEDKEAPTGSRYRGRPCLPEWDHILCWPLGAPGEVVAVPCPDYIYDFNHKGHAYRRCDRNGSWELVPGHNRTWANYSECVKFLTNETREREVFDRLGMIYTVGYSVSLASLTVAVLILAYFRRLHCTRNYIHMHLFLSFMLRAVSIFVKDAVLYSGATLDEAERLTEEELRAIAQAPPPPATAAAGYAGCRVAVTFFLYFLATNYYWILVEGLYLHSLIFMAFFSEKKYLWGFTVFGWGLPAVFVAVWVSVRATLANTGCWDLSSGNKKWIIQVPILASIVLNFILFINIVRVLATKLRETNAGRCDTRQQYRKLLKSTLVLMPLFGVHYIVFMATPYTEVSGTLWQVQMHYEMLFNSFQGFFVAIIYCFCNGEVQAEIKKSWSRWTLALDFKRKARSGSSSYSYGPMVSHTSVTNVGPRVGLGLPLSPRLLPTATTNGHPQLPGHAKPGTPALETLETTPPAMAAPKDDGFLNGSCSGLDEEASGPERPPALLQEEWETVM
#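 HEK-293-derived GP2 cells expressing PTHR1 and a GloSensor cAMP reporter, 3,000/well, plated overnight, given luciferin plus IBMX (each 0.5 mM as added) for 1 h at 37 °C, then compound for 1 h at 37 °C. Luminescence was read after 15 min at room temperature.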
# IL2 activator – activators of IL-2; IL-2 activation reporter assay, cell-based qHTS; stimulated with anti-CD3/CD4/CD28 beads; in transgenic mouse T cells; activation, % (series mostly up to about 46 µM); 0.065% of 360,000 active; AID 652025; in the data active = activation above about 50%; inconclusive = mostly about 30% to 49%; note: 0% is about no effect
#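 Using fluorescent plate cytometry, EGFP and DsRed are detected in transgenic mouse T cells stimulated 18 h at 37 degrees C with antibody-coated beads after 60 min compound pretreatment.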
# PLK1 PBD inh – inhibitors of human PLK1 polo-box domain binding. P53350. Plk1 PBD binding of FITC phosphopeptide, fluorescence polarization. Potency, µM, for inactives: max response, negative = inhibition, most hits filed as inhibitors. 2.8% of 360,000 active. AID 720504; note: potency is the fitted concentration of half-maximal effect; series mostly up to about 57 µM; % is set by controls: 0 for no effect and ±100 for the full control effect; nearly all actives have a fitted effect of over 65% in size
# GLP1R inv ag – GLP-1 receptor (human) inverse agonism. P43220. HEK293 GLP-1R CRE-luciferase, luminescence, 24 h; GLP-1R form is constitutively active. Potency, µM (series often up to 38.3 µM), without a hit: at the top dose activity change, negative = inhibition, usual class: inhibitors. 1.6% of 410,000 active. AID 624417; note: potency is the fitted concentration of half-maximal effect; % is set by controls: 0 for no effect and ±100 for the full control effect; nearly all actives have a fitted effect of over 55% in size
#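 HEK293 cells stably co-expressing a cAMP-responsive luciferase reporter and constitutively active GLP-1R were seeded, incubated 12 h, then exposed to compounds for 24 h at 37 C. Luminescence was read 12 min after detection reagent; inverse agonists lower signal.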
# * marks the source's active call; other numbers are inactive results; i = inactive; ? = inconclusive; · = no result given; & = joins results of further samples; [ ] = another dose, or the depositor's remark. Unless noted, calls come from the whole dose curve; as a rule, active = well fitted curve in the direction sought with a large enough effect; inconclusive = small, poorly fitted or top-dose-only effect, or another doubt; inactive = no such curve, though single readings can be large; an effect the other way counts as inactive or inconclusive. These rows are one share of the data (hit frequency here may not be typical).
# A first look:
SMILES,GLP-1R agonist,EPAC1 antag,GLP1R cytotox,EPAC1 ag,PI5P4Ka inh,PTHR1 ag,IL2 activator,PLK1 PBD inh,GLP1R inv ag
COc1ccccc1NC(=S)N1CCN(c2ccccn2)CC1,10%,-20%,-3%,12%,-7,i,0.5,-15%,19%
COc1ccc(C(=O)OCCN2C(=O)c3ccccc3C2=O)cc1,26%,10%,-21%,4%,·,i,-0.3,-2%,0%
CCCCN(C)C(=O)c1ccc(CS(=O)(=O)c2ccccc2C)o1,4%,0%,-6%,-19%,1,-13%,0.8,-9%,-14%

# Main list, previewed entries included:
SMILES,GLP-1R agonist,EPAC1 antag,GLP1R cytotox,EPAC1 ag,PI5P4Ka inh,PTHR1 ag,IL2 activator,PLK1 PBD inh,GLP1R inv ag
COc1ccccc1NC(=S)N1CCN(c2ccccn2)CC1,10%,-20%,-3%,12%,-7,i,0.5,-15%,19%
COc1ccc(C(=O)OCCN2C(=O)c3ccccc3C2=O)cc1,26%,10%,-21%,4%,·,i,-0.3,-2%,0%
CCCCN(C)C(=O)c1ccc(CS(=O)(=O)c2ccccc2C)o1,4%,0%,-6%,-19%,1,-13%,0.8,-9%,-14%
O=C(Cn1c(CC(=O)N2CCOCC2)nc2ccccc21)Nc1ccc2c(c1)OC(F)(F)O2,-11%,-4%,5%,1%,7,i,-0.1,-10%,?
O=C(Nc1ccnn1C1CCN(C(=O)c2ccccc2C(F)(F)F)CC1)C1CC1,8%,-16%,4%,-11%,-1,-16%,-0.4,0%,7%
Cc1cc(C)c(OCCn2ccnc2)c(C)c1,4%,1%,-13%,0%,-1,-22%,2.0,1%,?
COc1ccc(-c2csc(C(C)(NC(C)=O)c3ccccc3)n2)cc1 (stereo not given),?,-3%,5%,-16%,4,-19%,-0.5,-4%,23%
O=C(O)C1CCN(C(=O)c2ccccc2N2C(=O)[C@@H]3Cc4c([nH]c5ccccc45)C(c4cccc(Cl)c4)N3C2=O)CC1 (stereo not given in full),5%,4%,-3%,-4%,-2,-7%,-0.4,?,-14%
O=S(=O)(Nc1nc2c(s1)CCCC2)c1ccc(F)cc1,-8%,3%,-11%,-2%,·,-15%,-2.8,?,0%
CCC(CO)Oc1cc(NCc2ccc(C)cc2)c2ncn(C(C)C)c2c1 (stereo not given),-2%,-7%,-14%,-7%,-5,-13%,0.0,-1%,6%
Cc1[nH]n(C(N)=S)c(=O)c1N=Nc1ccc(Br)cc1,-9%,23%,-3%,0%,-8,-62%[inhibitor],-0.5,?,-16%
CCOc1ccccc1C(=O)Nc1ccc(C(=O)c2ccccc2)cc1,18%,3%,4%,16%,19,-54%[inhibitor],-0.8,-4%,-1%

# Random excerpt: 2 compounds from above.
SMILES,GLP-1R agonist,EPAC1 antag,GLP1R cytotox,EPAC1 ag,PI5P4Ka inh,PTHR1 ag,IL2 activator,PLK1 PBD inh,GLP1R inv ag
O=C(Nc1ccnn1C1CCN(C(=O)c2ccccc2C(F)(F)F)CC1)C1CC1,8%,-16%,4%,-11%,-1,-16%,-0.4,0%,7%
O=C(Cn1c(CC(=O)N2CCOCC2)nc2ccccc21)Nc1ccc2c(c1)OC(F)(F)O2,-11%,-4%,5%,1%,7,i,-0.1,-10%,?

# (continued)
SMILES,GLP-1R agonist,EPAC1 antag,GLP1R cytotox,EPAC1 ag,PI5P4Ka inh,PTHR1 ag,IL2 activator,PLK1 PBD inh,GLP1R inv ag
COc1ccc(OC)c(C2=NS(=O)(=O)N(C)C(C(=O)Nc3ccc(C(C)=O)cc3)=C2)c1,3%,-1%,-23%&1%,-1%,-6,-35%&-94%,-1.9,30µM*,-25%&-5%
O=C(/C=C/c1ccc([N+](=O)[O-])cc1)OCc1cnc(-c2ccccc2)o1,-1%,1%,9%,4%,7,i,0.6,-12%,-5%
COc1ccc(CCC(=O)OCC(=O)c2ccc[nH]2)cc1OC,?,5%,-25%,-7%,-20,i,-3.3,1%,1%
O=Nc1[nH]c(=O)c(/C=C(\O)c2ccccc2)nc1NO,23%,-11%,?,-1%,?,i,0.9,-4%,113%[activator]
C=CCn1c(SC(C)C(=O)NCC2CCCO2)nnc1-c1ccc(OC)cc1 (stereo not given),-4%,-4%,-29%,-1%,-1,-4%,-0.3,-1%,6%
O=C(CCCn1c(=S)[nH]c2ccc(Br)cc2c1=O)NCC1CCCO1 (stereo not given),2%,16%,0%,2%,·,-19%,-2.5,-17%,61%[activator]
CCOC(=O)c1nnn(CC(=O)Nc2cc(Cl)ccc2C)c1C(=O)OCC,1%,0%,7%,1%,-5,i,-0.8,-2%,-1%
CC(=O)Nc1ccc(N2CCCCC2)cc1,-2%,-10%,5%,3%,·,-14%[57.5 µM],-2.3,-2%,35%[activator]
CCn1cc(-c2cc(C(=O)O)c3ccccc3n2)cn1,-2%,-14%,0%,4%,6,i,-1.1,-3%,?
Cc1cc(C)cc(NC(=S)NN)c1,6%,-7%,2%,3%,-10,-22%,0.5,-15%,-18%
C=CCSc1nnnn1-c1ccc(OC)cc1,8%,6%,-1%,4%,·,i,-1.0,-6%,14%
Nc1nonc1-n1nnc(C(=O)N/N=C/c2ccccc2Cl)c1CN1CCOCC1,-5%,-9%,0%,4%,0,-8%,-0.2,0%,-3%
COCCOC(=O)C1=C(C)Nc2ncnn2C1c1ccc(F)cc1 (stereo not given),2%,5%,-18%,4%,5,i,-3.2,-8%,-7%
CCCSC(=S)c1c(C)[nH]n(-c2ccccc2)c1=O,-4%,3%,-25%,10%,-19,-27%,-0.3,-20%,?
COc1ccccc1CN1CC(C(=O)N(C)CCOc2ccccc2)CCC1=O (stereo not given),1%,-7%,5%,5%,3,i,1.2,-1%,8%
Cn1cccc1C(C#N)c1ccccc1C#N (stereo not given),3%,10%,3%,-4%,-2,-5%,-0.3,3%,24%
O=C(Nc1ccc(Cl)cn1)c1cccc(S(=O)(=O)N2CCCCC2)c1,21%,-12%,0%,3%,0,-16%,-0.8,2%,?
COc1cc(OC)cc(C(=O)Nc2ccc([N+](=O)[O-])cn2)c1,-2%,-7%,-12%,-3%,-13,-16%,-0.5,27µM*,4%
CCC(C)n1c(=N)c(S(=O)(=O)c2ccccc2)cc2c(=O)n3ccccc3nc21 (stereo not given),-1%,·,3%,·,·,i,·,·,21%
Cc1ccc(CNC(=O)CSc2ncccn2)cc1,-3%,11%,-14%,7%,?,-21%[57.5 µM],-3.0,-1%,10%
COc1ccc(/C(O)=C2/C(=O)C(=O)N(c3ccccn3)C2c2ccc(OC)c(OC)c2)cc1 (stereo not given),7%,-7%,0%,6%,8,-19%,4.2,-3%,12%
O=C(c1ccccc1F)N1CCCC(N2CCN(Cc3ccc4c(c3)OCO4)CC2)C1 (stereo not given),5%,4%,-14%,-5%,-1,-34%[inhibitor],-1.6,-6%,-6%
COc1cccc(NC(=O)C(c2ccccc2)N2CCCCC2)c1 (stereo not given),6%,?,-2%,0%,11,i,0.3,-9%,?
O=C1OC(CC(=O)N(Cc2nnc(-c3ccccc3Cl)o2)C2CC2)c2ccccc21 (stereo not given),10%,-10%,-12%,6%,-1,-4%,0.9,4%,-19%
CN(CC(=O)Nc1ccc(Cl)c(C(F)(F)F)c1)C(=O)c1ccc(S(=O)(=O)N2CCOCC2)cc1,14%,-21%,-11%,-8%,12,-38%[inhibitor],0.5,3%,?
O=C(COc1ccc2ccc(=O)oc2c1)NCCN1CCOCC1,-2%,-8%,4%,4%,6,i,-2.3,-7%,-3%
Cc1ccc(NC(=O)c2ccc(-n3cccn3)nc2)cc1,8%,12%,-3%,0%,0,0%,-0.3,0%,12%
Cc1nnc(NC(=O)c2c(F)cccc2F)s1,-6%,2%,1%,0%,7,-23%,-1.7,-2%,2%
Cc1ccc(N(C(=O)Cn2nnc(-c3ccc(C)o3)n2)C(C(=O)NC2CCCC2)c2ccncc2)cc1 (stereo not given),2%,-12%,2%,-11%,-6,i,1.3,4%,-10%
NC(Cc1ccc(Cl)cc1)c1csc(Nc2ccc(C(=O)NCCCO)cn2)n1 (stereo not given),-4%,-10%,0%,0%,-1,i,0.1,4%,?
CCOC(=O)C1=C(COC(=O)C(C)(C)Oc2ccc(Cl)cc2)NC(=O)NC1C (stereo not given),11%,-3%,-7%,-13%,1,-28%,-0.1,1%,20%
O=C1CCC(c2ccccc2)=NN1Cc1c(F)cccc1Cl,18%,13%,0%,-7%,7,0%,-2.4,3%,-6%
COCCOC(=O)C1=C(C)N(c2ccccc2)C(=O)NC1c1cccc([N+](=O)[O-])c1 (stereo not given),0%,-2%,-13%,-8%,2,-8%,0.0,-3%,8%
CCCc1cc(=O)oc2c3c(cc(OCC(=O)NCc4ccccn4)c12)OC(C)(C)CC3,26%,-7%,-5%,-18%,-4,-30%[inhibitor],-0.6,1%,6%
CC(C)NC(=O)N(C)C[C@@H]1Oc2ccc(NC(=O)Nc3ccc(C(F)(F)F)cc3)cc2CC(=O)N([C@H](C)CO)C[C@@H]1C,0%,-16%,-27%,-15%,5,-27%,-0.3,-3%,?
COc1cccc(NC(=O)COc2ccc3c(c2)CCC3)c1,10%,-15%,-6%,-2%,4,-5%,0.5,1%,-25%
CCC(=O)Nc1ccc(C(=O)Nc2cc(C)on2)cc1,-4%,-3%,-10%,-2%,-10,i,-1.8,-2%,3%
CC(C)CCN(C)c1ccc(/C=N/n2cnnc2)cc1,10%,6%,-1%,-6%,4,-10%[57.5 µM],-0.3,-16%,55%[activator]
Cc1ccc(-n2c3nc(=O)[nH]c(=O)c-3cc3cc([N+](=O)[O-])ccc32)cc1C,8%,?,?,12%,-16,-36%[inhibitor],-3.1,8.4µM*,10µM*
Cc1ccc(-c2nc(NCCN(C)C)c3ccccc3n2)cc1,-23%,-13%,?,1%,5,i,-0.7,-1%,?
CCOCCCNC(=O)C(c1ccc(OC)cc1)N(Cc1ccc2c(c1)OCO2)C(=O)CNC(C)=O (stereo not given),4%,1%,7%,12%,-7,i,2.5,0%,11%
CCCC(=O)N(Cc1cc(=O)[nH]c2ccccc12)c1ccccc1OC,3%,9%,-2%,-1%,-3,i,0.3,-4%,-13%
CCOc1ccc(C2C(C(=O)c3ccc(C)o3)=C(O)C(=O)N2c2cc(C)on2)cc1OC (stereo not given),-4%,-5%,-15%,2%,1,-20%,-0.3,-8%,-5%
